# Screening data (PubChem BioAssay)
# PPC-1+TRAIL kill: compounds killing PPC-1 cancer cells with TRAIL present (potentiator screen, no TRAIL-free arm). PPC-1 cells + TRAIL, ATPLite viability luminescence. cell killing (% activity), % at 4 µM. actives 0.41% (n = 220,000). AID 1443;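 active = cell killing above 50% in the first pass at 4 µM, then a duplicate retest at 5 µM averaging 50% or more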;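 note: plate controls were cells with TRAIL plus DMSO for no effect and medium-only wells lacking cells for full effect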
# TNF death inh: blocks TNF-alpha induced death of Jurkat FADD-/- cells; activation (protection from cell death), % at 10 µM; AID 463075; actives 0.068% (n = 220,000); Jurkat FADD-/- TNF necroptosis rescue, ATP luminescence, 24 h; 0 = TNF only, 100 = no-TNF cells;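 active = activation, meaning protection from cell death, of at least 50% relative to plate controls; inactive = activation below 50%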;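 note: necroptosis triggered by 40 ng/mL TNF-alpha added together with compound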
# CHOP inhibitor: inhibitors of CHOP induction in ER stress response; CHO-K1 CHOP-promoter luciferase, tunicamycin-induced, 15-18 h; inhibition, % at 10 µM; actives 3.8% (n = 220,000); AID 2732;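 active = compounds that reduced the stress-induced luciferase reporter signal by more than about 70% of percent inhibition, limit read from the data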;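 note: 0% = tunicamycin plus vehicle and 100% = wells without tunicamycin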
# EP2 antag: blocks the human prostaglandin E2 receptor EP2. P43116. C6 glioma cells expressing human EP2, cAMP TR-FRET; cells stimulated with saturating PGE2. inhibition, % at 25 µM. actives 0.52% (n = 260,000);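 active = percent inhibition above 40 after rounding to a whole number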;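 note: rat C6 glioma host cells with rolipram phosphodiesterase inhibitor present; the protocol text gives 20 µM as final concentration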
# Target sequence (P43116 whole entry, looked up): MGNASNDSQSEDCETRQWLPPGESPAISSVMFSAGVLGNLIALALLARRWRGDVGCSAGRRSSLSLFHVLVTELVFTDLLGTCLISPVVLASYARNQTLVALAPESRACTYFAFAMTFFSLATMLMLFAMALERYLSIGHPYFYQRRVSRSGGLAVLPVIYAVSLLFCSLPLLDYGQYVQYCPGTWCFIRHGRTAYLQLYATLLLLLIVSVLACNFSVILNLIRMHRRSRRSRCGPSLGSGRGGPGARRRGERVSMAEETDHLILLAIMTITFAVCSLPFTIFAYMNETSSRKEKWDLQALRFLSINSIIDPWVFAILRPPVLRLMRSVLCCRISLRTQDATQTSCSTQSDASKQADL
# Wee1 degr inh: human Wee1 degradation inhibition, primary screen; HeLa Luc-Wee1K328M stability, luciferase luminescence; 100% = proteasome inhibitor MG132 effect; actives 1.2% (n = 220,000); reporter increase, % at 5 µM;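 active = activation above the mean of all tested compounds plus 3 SD, set per screening run, cut at about 8.8% in these data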;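 note: cells exposed to compound for 20 h before luminescence read; 0% = DMSO alone and 100% = MG132 at 30 µM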
# FXIIa inh 1536: blocks human coagulation factor XIIa protease activity; P00748; purified FXIIa, Boc-QGR-AMC fluorogenic substrate, 2 h; inhibition, % at 5 µM; actives 0.3% (n = 220,000); AID 800; in the data active = inhibition above about 40%;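 note: 0% = enzyme with no compound and 100% = blank without enzyme; many of its hits are not listed in these tables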
# Target sequence (P00748 20-372 limits assumed): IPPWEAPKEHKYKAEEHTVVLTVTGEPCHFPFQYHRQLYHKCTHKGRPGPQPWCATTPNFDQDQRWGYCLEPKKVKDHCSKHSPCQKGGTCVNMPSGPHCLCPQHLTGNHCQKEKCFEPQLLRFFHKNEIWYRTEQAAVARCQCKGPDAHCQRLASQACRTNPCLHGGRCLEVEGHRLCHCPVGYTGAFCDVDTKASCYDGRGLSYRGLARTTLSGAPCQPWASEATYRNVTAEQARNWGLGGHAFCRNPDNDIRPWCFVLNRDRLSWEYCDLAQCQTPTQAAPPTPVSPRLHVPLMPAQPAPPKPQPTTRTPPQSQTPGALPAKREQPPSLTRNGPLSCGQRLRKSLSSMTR
# Target sequence (P00748 373-615 limits assumed): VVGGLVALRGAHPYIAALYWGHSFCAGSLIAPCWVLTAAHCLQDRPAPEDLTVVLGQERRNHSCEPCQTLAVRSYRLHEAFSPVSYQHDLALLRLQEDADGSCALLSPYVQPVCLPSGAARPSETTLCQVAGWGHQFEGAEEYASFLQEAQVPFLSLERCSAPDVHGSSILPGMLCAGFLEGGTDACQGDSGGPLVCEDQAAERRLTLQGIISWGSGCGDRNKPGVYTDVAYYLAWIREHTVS
# zVAD death inh: blocks zVAD induced death of L929 cells; L929 zVAD necroptosis rescue, ATP luminescence, 24 h; with zVAD 60 µM; viability rescue, % at 10 µM; actives 0.38% (n = 220,000); AID 1377;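 active = activation, scaled between plate controls, above about 75%, limit read from the data; inactive = activation under that limit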;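 note: 0% = zVAD with DMSO and 100% = DMSO alone without zVAD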
# TbHK1 inh: blocks Trypanosoma brucei hexokinase 1 activity | inhibition, % at 10 µM | AID 1430 | actives 0.11% (n = 220,000) | recombinant TbHK1, G6PDH-coupled NADH A340;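 active = inhibition of 50% or more in the single-dose primary screen; inactive = inhibition below 50%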
# FXIa inh: factor XIa (human) inhibition. P03951. purified FXIa, Boc-Glu-Ala-Arg-AMC fluorogenic substrate. inhibition, % at 5 µM. actives 0.14% (n = 220,000);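 active = inhibition of at least 40%; inactive = inhibition below 40%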;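 note: fluorescence of freed AMC excited at 355 nm; 0% = enzyme without compound and 100% = no enzyme blank; many of its hits are not listed in these tables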
# * hit, by the source's call; x = no result given; & = joins results of further samples. Some of the compounds tested, so the mix of outcomes need not match the whole.
[1] CCN(CC)C1CCN(Cc2cn[nH]c2-c2ccc(OC)c(F)c2)C1 (stereo not given)
[2] O=C(CCCc1ccccc1)NCCN1CCOCC1
[3] COc1ccccc1N1CCN(C(=O)c2cn(-c3ccccc3)nc2-c2cccnc2)CC1
[4] Cc1noc(C)c1N=Nc1ccccc1C(=O)O
[5] COc1ccc(OC)c(S(=O)(=O)Nc2c(C)cccc2C)c1
[6] CSc1cccc(NC(=S)N(Cc2ccc(C)cc2)Cc2ccccn2)c1
[7] CCOC(=O)CSc1nc(C)c2cc(C)c(C)cc2n1
[8] COc1cc2c(c(OC)c1OC)-c1c(cc3c(c1O)OCO3)C[C@@H](C)[C@@H](C)C2
[9] CC(C)CCNC(=O)C(C)N(C(=O)c1snc(C(N)=O)c1N)c1cnc2ccccc2c1 (stereo not given)
[10] Cc1cc(Cl)ccc1OCC(=O)NNC(=O)C1CCCO1 (stereo not given)

Compound,1,2,3,4,5,6,7,8,9,10
PPC-1+TRAIL kill,1,-5,19,18,14,3,0,13,19,24
TNF death inh,1.6,-0.1,-5.3,-0.4,-0.2,0.7,-0.2,-0.7,1.2,0.6
CHOP inhibitor,27,26,17,24,-10,19,-10,59,-18,-16
EP2 antag,7,7,15,4,4,3,9,14,6,6
Wee1 degr inh,-3,5,-1,-2,-1,-2,-2,x,5,0
FXIIa inh 1536,3,18,-7,12,1,4,4,13,-3,12
zVAD death inh,-0.4,-0.5,0.1,-0.9,5.4,1.0,10,0.1,0.7,0.1
TbHK1 inh,-6,5,-10,-20,5,0,-3,-7,-7,1
FXIa inh,-1,4,-8,0,-4,-1,-2,-1,-6,1

[11] CCOc1ccc(N2CC(C(=O)Nc3ccc4c(c3)OCO4)CC2=O)cc1 (stereo not given)
[12] CCC(=O)Nc1nc2ccc3sc(C)nc3c2s1
[13] COc1cc(OC)cc(C(C)=O)c1
[14] COc1ccccc1NC(=S)NNC(=O)c1ccc(Cl)cc1Cl
[15] CC(C)CNS(=O)(=O)c1ccc(OCC(=O)Nc2ccc(F)cc2F)cc1
[16] CCN(c1ccccc1)S(=O)(=O)c1ccc(Cl)c(NC(=O)CSc2nnc(C)s2)c1
[17] CCCCC1=NN2C(=N)CC(=O)N=C2S1
[18] CC(C)NC(=O)CCCn1cc([N+](=O)[O-])cn1
[19] CC1(C)C(=O)Nc2ccccc2N1C(=O)Cn1ncc(Cl)c(Cl)c1=O
[20] COCCNC(=O)C(c1ccncc1)N(C(=O)c1sc(C)nc1C)c1cccc(C)c1 (stereo not given)

Compound,11,12,13,14,15,16,17,18,19,20
PPC-1+TRAIL kill,7,18,-6,-8,20,29,6,13,22,-6
TNF death inh,0.8,-4.0,-2.2,-0.7,1.4,0.2,-0.7,-0.1,-33,-1.3
CHOP inhibitor,8,26,5,-86,3,16,-23,-11,-104,0
EP2 antag,10,9,5,17,13,9,5,4,13,6&9
Wee1 degr inh,7,-3,1,-1,9.0*,5,-1,2,3,4
FXIIa inh 1536,2,3,10,12,21,1,9,7,24,10
zVAD death inh,1.0,79*,-0.2,x,0.4,-2.0,0.0,0.1,5.2,2.6
TbHK1 inh,0,7,10,7,4,13,1,-3,-7,1
FXIa inh,-10,1,-2,6,12,10,5,-7,5,-1

[21] O=C(COC(=O)Cc1ccsc1)NC(c1ccccc1)c1ccccc1
[22] CCN(CC)c1ccc(N2C(=O)/C(=C\c3cccs3)SC2=S)cc1
[23] CCCCCCn1c(CN2CCCCC2)nc2c1c(=O)n(C)c(=O)n2C
[24] O=C(O)c1ccc(-n2cccc2/C=N\NC(=O)c2cc3cc(Br)ccc3o2)cc1
[25] O=C(Nn1cnnc1)C(c1ccccc1)c1ccccc1
[26] CCCN(CCC)CC(=O)N1CC(=O)Nc2ccccc21
[27] O=C(NC1CCCCC1)c1cc([N+](=O)[O-])[nH]n1
[28] CC(C)OC(=O)c1c(NC(=O)c2ccco2)sc2c1CCCC2
[29] CCOC(=O)CCCNC(=O)COC(=O)c1cccc(F)c1
[30] CCOC(=O)N1CCN(C2=NC3(CCCCC3)C(C#N)C(=O)N2)CC1 (stereo not given)

Compound,21,22,23,24,25,26,27,28,29,30
PPC-1+TRAIL kill,13,8,x,-7,23,9,20,9,15,-19
TNF death inh,2.5,0.3,-2.8,0.5,-0.7,1.3,1.3,-1.1,-0.1,0.3
CHOP inhibitor,-2,9,x,-2,-8,32,-10,11,48,-35
EP2 antag,5,12,4,5,8,14,10&4,8,7,2
Wee1 degr inh,-3,-1,-1,0,-1,2,6,-1,7,4
FXIIa inh 1536,-1,-1,x,7,2,5,0,3,10,7
zVAD death inh,-0.5,0.1,-0.4,-0.2,-1.2,2.3,0.6,0.7,2.6,2.2
TbHK1 inh,2,-14,3,0,-3,-7,-13,-5,0,0
FXIa inh,-7,-6,x,5,-8,8,-4,-5,-1,0

[31] O=C(NCc1ccncc1)Nc1cccc(Cl)c1
[32] Cc1nnc(SCc2nnc(-c3cccs3)o2)n1Cc1ccccc1
[33] COc1cccc(/C(O)=C2/C(=O)C(=O)N(Cc3ccco3)C2c2ccncc2)c1 (stereo not given)
[34] O=C(NC1(C(F)(F)F)NC(=O)N(Cc2ccco2)C1=O)c1cccs1 (stereo not given)
[35] CCCCN1C(=O)C(=O)NC[C@@H]1C(C)O (stereo not given in full)
[36] Cc1sc2ncnc(N(C)CCc3ccccn3)c2c1C
[37] Cc1ccc2c(CC(=O)Nc3c(C)n(C)n(-c4ccccc4)c3=O)coc2c1
[38] Cc1ccc(CNC(=O)/C=C/c2ccc(Br)o2)cc1
[39] CCOc1ccc2nc(N(CCN(CC)CC)C(=O)c3cccc([N+](=O)[O-])c3)sc2c1
[40] Cc1ccccc1NC(=O)c1sc(NC(=O)COc2ccccc2)c(C#N)c1C

Compound,31,32,33,34,35,36,37,38,39,40
PPC-1+TRAIL kill,16,-12,-16,6,4,9,-3,7,6,24
TNF death inh,4.0,-2.4,-2.7,-0.8,1.4,0.2,0.4,1.2,3.9,2.4
CHOP inhibitor,-31,-13,6,-11,-11,14,39,-20,4,36
EP2 antag,8,5,3&8,2,18,6,4,12,12,7
Wee1 degr inh,-3,6,-2,0,x,2,-1,2,-1,1
FXIIa inh 1536,14,2,2,21,5,11,9,10,7,6
zVAD death inh,1.7,0.1,-0.1,-0.1,0.8,-0.8,1.7,0.7,0.8,0.6
TbHK1 inh,-6,-2,-27,43,-5,-4,-2,-18,-5,18
FXIa inh,-11,-4,2,17,6,1,-14,6,-5,4

[41] CC1=NN(C(N)=S)C(=O)C1N=Nc1ccc(C)cc1C (stereo not given)
[42] CCC(c1nnnn1Cc1ccccc1)N1CCN(c2ccccc2)CC1 (stereo not given)
[43] Cc1nc2nc(C)c(CCC(=O)NCCCN3CCN(c4cccc(Cl)c4)CC3)c(C)n2n1
[44] O=C(c1cc([N+](=O)[O-])cc([N+](=O)[O-])c1)N1CCN(C(=O)c2ccco2)CC1
[45] O=S1(=O)C[C@H]2NC(=S)N(c3ccccc3)[C@H]2C1
[46] COc1ccc(C(=O)C2CCCN(C/C=C/c3ccccc3OC)C2)c(OC)c1 (stereo not given)
[47] Cc1ccc(C)c(S(=O)(=O)N2CCN(C(C(=O)Nc3ccc(F)cc3)c3ccccc3)CC2)c1 (stereo not given)
[48] O=C(Cn1nc(-c2ccc3c(c2)OCCO3)ccc1=O)Nc1ccc(N2CCOCC2)cc1
[49] C=CCN(c1ccccc1)S(=O)(=O)c1cccc(C(=O)Nc2nnc(SCC)s2)c1
[50] N#Cc1nc(-c2ccc(OCc3ccccc3)cc2)oc1NCc1ccco1

Compound,41,42,43,44,45,46,47,48,49,50
PPC-1+TRAIL kill,-7,x,15&-1,6,-6,3,28,-4,0,-6
TNF death inh,-5.3,0.1,-2.0&1.2,4.2,-0.7,2.2,1.6,2.2,0.0,1.6
CHOP inhibitor,35,-4,0&15,-12,27,15,28,-17,11,-11
EP2 antag,x,16,6,6,12,4,9,3,5,13
Wee1 degr inh,3,-2,-2&0,-3,-2,-2,3,-2,5,0
FXIIa inh 1536,11,5,7&5,3,10,6,14,12,7,14
zVAD death inh,0.4,0.8,0.7&1.6,1.0,0.1,1.4,1.8,-0.6,0.5,-0.3
TbHK1 inh,-20,1,0&-7,-4,-5,-8,-5,0,-3,-3
FXIa inh,-5,-4,4&-1,0,7,0,7,6,9,2

[51] Nn1c(SCc2cccc3ccccc23)nnc1-c1ccco1
[52] COC(=O)C1=C(C(=O)OC)C2(OC1c1cccc(F)c1)C(=O)c1ccccc1C2=O (stereo not given)
[53] O=C(CCN1C(=O)c2ccccc2S1(=O)=O)NCc1ccco1
[54] O=C(CN1C(=O)C2C3C=CC(C3)C2C1=O)NCCc1ccccc1 (stereo not given)
[55] Cn1c(=O)c2c(nc(NCCOc3ccc(F)cc3)n2C)n(C)c1=O
[56] Cc1c(C(=O)N2CCC(C)CC2)cccc1[N+](=O)[O-]
[57] CCC(C)C(=O)Nc1ccc(OC)cc1OC (stereo not given)
[58] Cc1ccc(N2CCN(C3=NC(=O)C(Cc4ccccc4)S3)CC2)cc1 (stereo not given)
[59] COc1cccc(NC(=O)C(NCCC(C)C)c2ccccc2)c1 (stereo not given)
[60] C/C(=N\NC(=O)COc1ccccc1)c1cccs1

Compound,51,52,53,54,55,56,57,58,59,60
PPC-1+TRAIL kill,12,12,5,18,12,16,-3,0,-19,9
TNF death inh,-4.3,0.7,-1.4,0.7,0.5,0.4,-0.2,-1.6,3.8,1.1
CHOP inhibitor,16,12,10,30,-1,33,33,33,42,-13
EP2 antag,1,6,14,15,5,10,7,13,1,6
Wee1 degr inh,0,1,3,-1,-5,-2,0,0,2,0
FXIIa inh 1536,14,11,10,16,-1,5,4,9,3,10
zVAD death inh,-0.2,0.4,-0.2,1.3,0.3,7.0,0.2,0.9,-0.1,0.6
TbHK1 inh,-4,38,3,-1,-1,-1,0,-2,2,25
FXIa inh,-1,1,0,-4,-5,-1,-5,0,-1,5

[61] O=c1cc(/C=C/c2ccccc2)oc2c1ccc1ccccc12
[62] O=C(O)c1cccc(S(=O)(=O)Nc2cc(Cl)ccc2Cl)c1
[63] CC(C)N(C(=O)CSc1nc2ccccc2c(=O)[nH]1)C(C)C
[64] Cc1ccc(NC(=O)CSc2nnc(CSc3nc(C)cc(C)n3)n2Cc2ccco2)c(C)c1

Compound,61,62,63,64
PPC-1+TRAIL kill,14,23,-9,2
TNF death inh,0.5,2.1,-0.7,0.5
CHOP inhibitor,43,15,-27,16
EP2 antag,3,12,10&12,7&6
Wee1 degr inh,11*,0,-2,-1
FXIIa inh 1536,0,3,6,3
zVAD death inh,2.2,0.3,13,0.0
TbHK1 inh,-14,-7,-5,2
FXIa inh,-5,-2,1,-14

# For reference, some entries already given.
[58] Cc1ccc(N2CCN(C3=NC(=O)C(Cc4ccccc4)S3)CC2)cc1 (stereo not given)
[59] COc1cccc(NC(=O)C(NCCC(C)C)c2ccccc2)c1 (stereo not given)
[60] C/C(=N\NC(=O)COc1ccccc1)c1cccs1
[61] O=c1cc(/C=C/c2ccccc2)oc2c1ccc1ccccc12

Compound,58,59,60,61
PPC-1+TRAIL kill,0,-19,9,14
TNF death inh,-1.6,3.8,1.1,0.5
CHOP inhibitor,33,42,-13,43
EP2 antag,13,1,6,3
Wee1 degr inh,0,2,0,11*
FXIIa inh 1536,9,3,10,0
zVAD death inh,0.9,-0.1,0.6,2.2
TbHK1 inh,-2,2,25,-14
FXIa inh,0,-1,5,-5
